Screening data deposited in PubChem by National Center for Advancing Translational Sciences (NCATS).
ERG Ets-DNA blk: inhibitors of human ERG Ets domain-DNA interaction; actives 0.028% (n = 370,000); fluorescence polarization, His-ERG Ets domain / labelled DNA; Potency, µM (series often up to 76.9 µM), for inactives: at the top dose FP activity, negative = inhibition, actives largely listed as inhibitors; P11308; active = well fitted inhibition curve with a large enough effect in the polarisation, with a control signal flat; inconclusive = small, poorly fitted or top-dose-only effect, or effect the other way, or a change in a side signal; inactive = no such curve, though single readings can be large or run the other way; the % refers to the polarisation;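 note: polarization taken with two DNA probes labelled with fluorescein and Texas red; potency is the fitted concentration of half-maximal effect; % of control where 0% means no effect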
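His-tagged ERG Ets domain (1 uM in the protein solution; 300mM KCl, 50mM Tris-HCl, 1mM EDTA, 1mM DTT, pH 7.5) received compound, then a probe mix of 5 nM fluorescein-DNA and 100nM Texas-615-DNA. Fluorescence polarization was read for both dyes.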
LDHA block: LDHA (human) enzyme inhibition; activity change, % (values are at about 110 or 230 µM); AID 1347041; actives 0.15% (n = 480,000); purified LDHA, NADH/diaphorase-resazurin fluorescence; active compounds read low; in the data active = activity change below about -30%; inconclusive = mostly about -25% to -30%;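 note: plate controls were DMSO wells for no effect and wells without enzyme for full effect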
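Remaining NADH was detected by diaphorase (0.133 mg/mL) converting 37 µM resazurin to fluorescent resorufin, read at 0 and 20 minutes. The preceding 5-minute room-temperature reaction used 2 nM LDHA, 0.2 mM sodium pyruvate and 0.06 mM NADH at pH 7.4.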
RGS4 inhibitor: blocks human RGS4-accelerated GTP hydrolysis; Transcreener GDP fluorescence polarization, RGS4-accelerated GTP hydrolysis; AID 504845; Potency, µM (titrated, usually from 114 µM), for the others: at the highest dose activity change, negative = inhibition, most hits filed as inhibitors; P49798; actives 0.039% (n = 390,000); note: potency is the fitted concentration of half-maximal effect; % is set by controls: 0 for no effect and ±100 for the full control effect; nearly all actives have a fitted effect of over 75% in size; some results filed as inactive show a strong effect at the top dose
Target sequence (P49798 whole entry, looked up): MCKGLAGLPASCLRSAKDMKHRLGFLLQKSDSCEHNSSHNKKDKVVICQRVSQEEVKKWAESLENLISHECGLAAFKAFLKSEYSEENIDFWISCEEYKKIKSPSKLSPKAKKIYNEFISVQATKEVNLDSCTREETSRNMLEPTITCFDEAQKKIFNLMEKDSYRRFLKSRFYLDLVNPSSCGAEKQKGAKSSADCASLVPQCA
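MLSMR compounds (23 nl, pin-transferred) preincubated 10 min at room temperature with a 500nM (2x) first reagent, then RGS4 at 900nM (2x) plus Transcreener GDP mix added; fluorescence polarization (620/688 nm) read before and after 90 min at 30 °C.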
Glioma ERSR ind: ER stress response induction in glioma; AID 602332; actives 0.02% (n = 420,000); U87-MG GRP78 promoter luciferase reporter, 16 h; Potency, µM, for inactives: top-dose activation, hits mostly activators; note: potency is the fitted concentration of half-maximal effect; series mostly up to about 76 µM; % of control where 0% means no effect; nearly all actives have a fitted effect of over 35% in size
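Stably transfected U87-MG human glioma cells carrying a GRP78-based luminescent sensor were seeded at 1000 cells/well, pin-dosed with compounds and incubated 16 h. Luciferase reagent was then added, and end-point luminescence was read after 10 min at room temperature.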
Vif-A3G inh: inhibitors of Vif-APOBEC3G interaction. AID 602310. Q9HC16. Potency, µM (series often up to 46.1 µM), without a hit: at the highest dose activity, negative = active, usual class: inhibitors. HeLa A3G-eYFP + Vif (tagged APOBEC3G with the HIV-1 protein that degrades it), YFP fluorescence, overnight. actives 0.076% (n = 410,000);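 note: potency is the fitted concentration of half-maximal effect; % is set by controls: 0 for no effect and ±100 for the full control effect; nearly all actives have a fitted effect of over 60% in size; hits raise eYFP signal because A3G escapes Vif-driven loss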
Target sequence (Q9HC16 whole entry, looked up): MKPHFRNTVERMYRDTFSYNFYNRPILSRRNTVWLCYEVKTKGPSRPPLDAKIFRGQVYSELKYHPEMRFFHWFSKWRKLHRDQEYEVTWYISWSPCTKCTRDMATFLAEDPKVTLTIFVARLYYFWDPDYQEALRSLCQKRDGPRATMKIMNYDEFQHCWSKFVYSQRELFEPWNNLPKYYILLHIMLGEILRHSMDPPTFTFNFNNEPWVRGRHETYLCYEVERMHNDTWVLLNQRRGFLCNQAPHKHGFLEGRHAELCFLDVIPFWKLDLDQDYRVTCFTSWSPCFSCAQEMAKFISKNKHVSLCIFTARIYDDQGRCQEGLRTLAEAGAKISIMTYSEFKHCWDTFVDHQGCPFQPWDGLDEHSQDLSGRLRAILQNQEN
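Read-out is eYFP fluorescence (Ex 488/Em 500-530) from Vif-expressing HeLa A3G-eYFP cells; more signal means A3G escaped Vif-mediated degradation. Cells plated overnight, compound pinned in, incubated overnight at 37 deg C.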
D2 antagonist: antagonizes the human D2 dopamine receptor; HEK293 TREx D2 cells, calcium flux, dopamine EC80; inhibition, % at 10 µM; actives 2% (n = 340,000); AID 485344; in the data active = inhibition above about 30%; note: 0% is about no effect
Target sequence (P14416 whole entry, looked up): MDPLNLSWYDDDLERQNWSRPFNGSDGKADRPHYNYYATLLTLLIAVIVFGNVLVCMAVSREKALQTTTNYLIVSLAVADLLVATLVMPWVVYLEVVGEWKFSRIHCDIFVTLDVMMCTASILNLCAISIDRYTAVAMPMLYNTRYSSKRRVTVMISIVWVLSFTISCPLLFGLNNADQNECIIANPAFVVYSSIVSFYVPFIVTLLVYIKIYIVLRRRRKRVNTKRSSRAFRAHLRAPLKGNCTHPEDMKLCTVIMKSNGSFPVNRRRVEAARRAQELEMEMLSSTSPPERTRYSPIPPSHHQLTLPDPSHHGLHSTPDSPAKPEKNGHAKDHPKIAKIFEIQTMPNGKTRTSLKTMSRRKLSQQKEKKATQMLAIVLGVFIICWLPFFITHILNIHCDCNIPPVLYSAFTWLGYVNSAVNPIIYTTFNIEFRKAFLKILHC
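Dopamine at EC80 is the agonist stimulus; test compounds precede it by 180 s. Calcium flux read kinetically in a force-coupled, inducible HEK293 T-REx D2 cell line.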
ALOX12 inh: ALOX12 (human) lipoxygenase inhibition; P18054; purified 12hLO, xylenol orange hydroperoxide absorbance; Potency, µM (doses to about 108 µM), for the others: top-dose activity change, negative = inhibition, most hits filed as inhibitors; actives 1.1% (n = 580,000); AID 1671190; note: potency is the fitted concentration of half-maximal effect; % is set by controls: 0 for no effect and ±100 for the full control effect
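Purified human 12hLO at 150 nM in 25 mM Hepes, 0.01% Triton X-100, pH 7.0, preincubated 15 min at room temperature with compound. Reaction started with 40 uM arachidonic acid, 30 min at room temperature. Hydroperoxide measured by Fe-xylenol orange, 573/405 nm absorbance ratio.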
Vif-APOBEC3F blk: blocks the Vif interaction with APOBEC3F; HeLa A3F-eYFP + Vif (tagged APOBEC3F with the HIV-1 protein that degrades it), YFP fluorescence increase; Potency, µM (highest dose often 46.1 µM), for inactives: at the highest dose activity, negative = active; actives 0.2% (n = 390,000); AID 602313; note: potency is the fitted concentration of half-maximal effect; % of control where 0% means no effect; nearly all actives have a fitted effect of over 65% in size
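HeLa cells stably expressing Vif plus C-terminally eYFP-tagged A3F were seeded, incubated overnight at 37 deg C, dosed with compound, incubated overnight again at 37 deg C. Yellow fluorescence (Ex 488/Em 500-530) reported blocked Vif-mediated A3F-eYFP degradation.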
D2 ag: D2 dopamine receptor (human) agonism | P14416 | HEK293 T-REx D2 cells, calcium flux agonist mode | activation, % at 2 µM | actives 0.53% (n = 340,000) | AID 485358;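 active = activation over 3 SD above normal in the single-dose calcium agonist read, cut at about 30% in these data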; note: 0% is about no effect
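Agonism scored from kinetic calcium signal (1 read/sec, 180 s) following compound pin transfer, after a 10 s baseline. Cells: HEK293 Trex line expressing inducible D2 receptor coupled to calcium, dye-loaded after overnight culture at 30 C.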
* hit, by the source's call; ? = inconclusive; · = not tested or not shown; [ ] = dose if it differs, or a comment. Unless noted, calls come from the whole dose curve; as a rule, active = well fitted curve in the direction sought with a large enough effect; inconclusive = small, poorly fitted or top-dose-only effect, or another doubt; inactive = no such curve, though single readings can be large; an effect the other way counts as inactive or inconclusive. Only part of the results is shown; the hit share may differ from the screen's.

SMILES	ERG Ets-DNA blk	LDHA block	RGS4 inhibitor	Glioma ERSR ind	Vif-A3G inh	D2 antagonist	ALOX12 inh	Vif-APOBEC3F blk	D2 ag
CC(C)(C)OC(=O)NCCCC[C@H](NC(=O)c1nc[nH]c1C(=O)NC(c1ccccc1)c1ccccc1)C(=O)OC(C)(C)C	14%	9	8%	-1%	-12%	-1	-3%	-21%	0.8
CCn1c(=O)c(C(=O)NNC(=O)c2ccc(Cl)cc2Cl)c(O)c2ccccc21	-3%	0	-7%	-6%	-1%	2	5%	16%	14
CN(C)S(=O)(=O)c1ccc(C(=O)Nc2ccc(OCC(=O)N3CCOCC3)cc2)cc1	-17%	-8	23%	2%	0%	4	33%[activator]	3%	0.6
O=C(C[C@H]1C[C@H](C(=O)N2CCOCC2)[C@@]2(CCC3CCCC3)c3[nH]c4ccc(Cl)cc4c3CCN2C1=O)NCCN1CCOCC1	11%	4	-17%	-3%	4%	·	-8%	1%	·
CCCc1cc(=O)[nH]c(SCC)n1	·	3	-17%	-1%	1%	·	-2%	-1%	·
Cc1ccc(NC(=O)Cn2nc(C(=O)O)c3ccccc3c2=O)cc1S(=O)(=O)N1CCCCC1	2%	-5	-3%	-3%	4%	·	-1%	-5%	·
COc1ccc(NC(=O)CNC(=O)C23CC4CC(CC(C4)C2)C3)c(OC)c1	3%	-2	2%	-6%	0%	2	-15%	0%	0.4
CCCCN(CCO)c1ncnc2sc(-c3ccccc3)cc12	0%	-4	-9%	-2%	0%	18	3%	5%	0.6
COCc1nnc(NC(=O)c2c(-c3c(Cl)cccc3Cl)noc2C)s1	0%	-1	-6%	-5%	-1%	9	18%	0%	-2.6
COc1c(C)cc(S(=O)(=O)NCc2ccccn2)c(C)c1C	2%	-4	-4%	-1%	-3%	6	-13%	6%	0.1
CC(=NNC(=O)c1cccs1)c1ccc2c(c1)OCCO2	-22%	-7	1%	6%	0%	·	-8%	-1%	·
CC(C)Sc1nnc([C@H](Cc2c[nH]c3ccccc23)NC(=O)OC(C)(C)C)o1	4%	4	-19%	-1%	-2%	12	-12%	2%	0.7

Look-ups from the entries so far:
Under Glioma ERSR ind, `O=C(C[C@H]1C[C@H](C(=O)N2CCOCC2)[C@@]2(CCC3CCCC3)c3[nH]c4ccc(Cl)cc4c3CCN2C1=O)NCCN1CCOCC1` reads -3%
Under RGS4 inhibitor, `Cc1ccc(NC(=O)Cn2nc(C(=O)O)c3ccccc3c2=O)cc1S(=O)(=O)N1CCCCC1` reads -3%

Later entries:
SMILES	ERG Ets-DNA blk	LDHA block	RGS4 inhibitor	Glioma ERSR ind	Vif-A3G inh	D2 antagonist	ALOX12 inh	Vif-APOBEC3F blk	D2 ag
Cc1ccccc1CSc1nc2ccccc2c(=O)[nH]1	-2%	0	-14%	-3%	-1%	19	20%	-17%	-0.2
COCCn1c(N)c(C#N)c2nc3ccccc3nc21	-7%	23	0%	-2%	-2%	36*	-11%	9%	0.6
O=C(NCC1CCCO1)C(c1ccc(F)cc1)N(C(=O)Cn1nnc(-c2ccc(F)cc2)n1)c1cccc(O)c1 (stereo not drawn)	0%	-5	16%	-2%	-3%	-3	-2%	?	-0.6
O=C(CSc1ncnc2c1oc1ccccc12)Nc1ccccc1C(F)(F)F	8%	-16	7%	-2%	-2%	-4	10%	-6%	-0.3
O=C(OCC(=O)c1c[nH]c2ccccc12)c1cccc(O)c1	-7%	-2	-6%	0%	-5%	-11	?	5%	0.4
Cc1ccc(CNC(=O)C2CCC(CNS(=O)(=O)c3cccc4cccnc34)CC2)cc1 (stereo not drawn)	14%	0	-10%	-4%	-11%	-37	-26%	2%	-0.1
Cc1cc(C)nc(N2CCN(CC(=O)NCc3ccccc3)CC2)n1	-13%	-2	15%	-3%	0%	-8	9%	-8%	0.2
COC1(OC)N=C(N)C2(C#N)C(c3cccc(Oc4ccccc4)c3)C12C#N (stereo not drawn)	-2%	-6	-34%	-3%	0%	-8	-5%	1%	-0.6
N#CCCCn1c(O)c(N=NC(=O)C(O)c2ccccc2)c2ccccc21 (stereo not drawn)	3%	0	-5%[56.9 µM]	2%	-4%	38*	0%	3%	0.1
Nc1nc(N)c2c(ccc3c2ccn3Cc2cccc([N+](=O)[O-])c2)n1	·	-4	·	-10%	?	·	?	·	·
NC(=O)NC(=O)COC(=O)CNS(=O)(=O)c1ccc(F)c(F)c1F	-11%	-4	-23%	-5%	-3%	·	?	2%	·
CCC(=O)N1c2ccccc2CC1C(=O)NCCCN1CCN(c2cc(C)ccc2C)CC1 (stereo not drawn)	6%	2	-29%	-4%	1%	·	-13%	-6%	0.0
CSc1ncccc1C(=O)NC1CCN(Cc2ccccc2)CC1	-8%	-3	1%	-3%	3%	29	0%	-4%	0.6
CC(C)c1ccc(NC2CCCN(C(=O)CN3CCCCC3=O)C2)cc1 (stereo not drawn)	·	5	·	-4%	-1%	·	-18%	-4%	·
CC1(c2ccccc2)NC(=O)N(CC(=O)NC(=O)NC2CCCC2)C1=O (stereo not drawn)	8%	0	-19%[56.9 µM]	-3%	-6%	-9	0%	0%	0.9
COc1ccc(OC)c(-n2cnc3cc(C(=O)NCCCN4CCOCC4)ccc32)c1	-5%	-5	-24%	-1%	0%	-13	·	-7%	1.6
COc1ccc(/C=N/NC(=O)c2cccc([N+](=O)[O-])c2)cc1OC	-6%	-2	32%[11.4 µM]	0%	-13%	13	-12%	-15%	0.7
O=C(CSc1nnnn1-c1ccc(Cl)cc1)NC1CCS(=O)(=O)C1 (stereo not drawn)	-10%	3	2%	-3%	0%	·	?	-2%	·
O=C(NCC1CCCN1S(=O)(=O)c1cccs1)C(=O)Nc1ccccc1Cl (stereo not drawn)	2%	0	-13%	0%	0%	7	5%	-2%	-0.5
CCCOc1cccc(C(=O)Nc2cc(-c3nc4ccccc4[nH]3)ccc2C)c1	-3%	2	14%	-3%	-6%	·	-5%	1%	-1.0
NC1=NC(=Nc2ccccc2)c2ccccc21	-1%	3	-19%	-7%	1%	22	0%	·	0.3
Cc1ccccc1OC1(C)CCN(Cc2ccc3ccccc3c2)C1 (stereo not drawn)	·	-1	·	-3%	-1%	·	-8%	·	·
COc1ccc(-c2cc(-c3ccccc3)nc3c2COc2ccc(F)cc2-3)cc1	?	-6	-24%	-2%	0%	·	-3%	-1%	·
COc1ccc(CNC(=O)C2CCC(CNS(=O)(=O)c3cccc4nsnc34)CC2)cc1 (stereo not drawn)	6%	-2	-16%	-6%	1%	17	8%[57.4 µM]	-3%	-1.7
CC(Sc1nc2scc(-c3ccccc3)c2c(=O)[nH]1)C(=O)NC(N)=O (stereo not drawn)	-3%	-4	-25%	-1%	2%	-3	-18%	-13%	1.3
COc1ccc(C(=O)NCC(=O)NCc2ccncc2)cc1	5%	-9	-15%	-4%	2%	·	-1%	-2%	·
Cc1ccc(C(=O)COC(=O)C2CCC2)cc1	6%	-6	16%	0%	2%	8	·	-4%	0.7
Cc1noc(C)c1COc1ccccc1C(=O)N1CCN(c2cccc(Cl)c2)CC1	11%	1	8%	-4%	-30%	·	30%[activator]	1%	·
C#CCOCCOCCOCCNc1nc(N2CCN(C(=O)CCCCCCCCCCNC(=O)[C@@H](CCC(=O)O)n3cc(CCCCCN)nn3)CC2)nc(N2CCN(C(=O)CCCCCCCCCCNC(=O)[C@H](CO)n3cc(CCCSC)nn3)CC2)n1	6%	4	-24%	0%	-1%	-7	·	-7%	0.4
CCOC(=O)c1sc(=S)n(-c2ccc(Cl)cc2)c1SC	-1%	-1	-26%	-5%	-4%	-5	-16%	4%	-0.3
COc1ccc(C(=O)Nc2nc3n(n2)C(c2ccc(F)cc2)C=C(c2ccc(Cl)cc2)N3)cc1 (stereo not drawn)	-3%	-3	10%	-2%	-6%	·	-30%	-22%	-1.1
CC(C)NS(=O)(=O)c1cc(C(=O)O)ccc1Cl	-6%	-4	4%	2%	3%	-1	-23%	-2%	0.8
CC(C)OC(=O)C(C(=O)C(F)(F)F)c1cc(NS(=O)(=O)c2ccc3ccccc3c2)c2ccccc2c1O (stereo not drawn)	5%	21	-21%	-13%	-29%	-6	·	-25%	2.5
CC(=O)N1C(=O)N(C)C2C1N(C(C)=O)C(=O)N2C (stereo not drawn)	-8%	-3	15%	-1%	1%	5	0%	·	-0.1
CSCCC(NC(=O)c1ccccc1Cl)C(=O)NC1CCN(Cc2ccccc2)CC1 (stereo not drawn)	6%	-9	8%	-4%	0%	-12	-10%	-6%	-0.1
O=C(Cc1ccc(Cl)cc1)Nc1ccc(S(=O)(=O)N2CCOCC2)cc1	-2%	-3	-10%	-7%	1%	-6	18%	-13%	1.6
CN(C(=O)COC(=O)c1ccc[nH]c1=O)C1CCCCC1	2%	-2	-12%	-3%	1%	3	?	-2%	2.7
Cc1ccccc1C1N(c2nccs2)C(=O)C2CCCN21 (stereo not drawn)	-7%	-1	-2%	-1%	0%	-3	-3%	?	0.3
O=C(CN(C1CCCCC1)S(=O)(=O)c1ccc(F)cc1)NCC1CCCO1 (stereo not drawn)	14%	-1	?	-11%	?	·	-8%	3%	·
Nc1c(-c2nc(-c3ccc(Cl)cc3)cs2)c2ccccn2c1C(=O)c1ccc2c(c1)OCO2	5%	-1	-9%	·	·	·	-11%	·	-0.7
